HTRA1 inh: HTRA1 serine protease inhibitors, primary screen, biochemical, fluorescence polarization, HTS; recombinant HTRA1, FP-rhodamine activity-based probe; inhibition, % at 5.96 µM; Q92743; hit rate 0.5% among 340,000; in the data active = inhibition above about 36%;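 also: 0% = enzyme with DMSO and 100% = wells lacking enzyme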
ARFGAP1 inh: inhibitors of rat ARFGAP1 GAP activity, primary screen, biochemical, fluorescence polarization, GDP tracer. ADP-ribosylation factor GTPase-activating protein 1 (Rattus norvegicus), Q62848. Arfgap1-stimulated ARF1 GTP hydrolysis, GDP FP detection. inhibition, % at 16.5 µM. hit rate 0.26% among 360,000. AID 651572, 2012;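 active = inhibition above a per-plate limit, mean inhibition of low control wells plus 3 SD, cut at about 25% in these data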;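 also: 0% = DMSO wells with enzyme and 100% = wells lacking Arfgap1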
Target sequence (Q62848 1-136 limits assumed): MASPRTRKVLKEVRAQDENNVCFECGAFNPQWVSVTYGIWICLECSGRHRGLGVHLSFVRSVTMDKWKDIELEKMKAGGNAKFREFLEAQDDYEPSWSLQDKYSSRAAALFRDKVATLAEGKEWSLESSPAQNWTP
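Repeats: one replicate per compound; assay system: rat Arfgap1 catalytic domain, aa 1-136; times: enzyme reaction 120 min at 25 °C after 20 min preincubation; detection: FP of antibody-bound GDP Alexa 633 tracer, ex 620/em 688 nm; benchmarks: high control wells lacking Arfgap1, low control full reaction with DMSO; reagent: human ARF1(Δ1-17)-GTP substrate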
NPR2 activator: human GC-B receptor activators, primary screen, HEK293 GC-B cells, cGMP TR-FRET, EC30 CNP. Atrial natriuretic peptide receptor 2 (Homo sapiens), P20594. 0% at EC30 CNP, 100% saturating CNP. activation, % at 10 µM. hit rate 0.11% among 370,000;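 active = activation at 10 µM reaching about 35% in either raw or pattern-adjusted values, limit read from the data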
rCAG binder: binders of r(CAG) RNA repeats, primary screen, biochemical, fluorescence. r(CAG) RNA repeat, TO-PRO-1 dye displacement fluorescence. hit rate 1.3% among 370,000. AID 651821, 2012. inhibition, % at 3 µM;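 active = inhibition above the plate cutoff, the mean of all test compounds on that plate plus 3 SD, cut at about 35% in these data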;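 also: 0% = DMSO alone and 100% = 100 µM mitoxantrone as full dye displacement; higher means more dye released from RNA so lower well fluorescence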
SMARCA2 act: SMARCA2 (BRM) function activators, primary screen, cell-based, luminescence, high throughput | MG213 cells, MMTV-luciferase reporter, dexamethasone, overnight | activation, % at 9.1 µM | hit rate 1% among 370,000; in the data active = activation above about 7.8%;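 also: 0% = vehicle wells and 100% = reference activator wells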
NR1D1 modulator: modulators of Rev-erb alpha DNA binding, primary screen, biochemical, FITC-DNA, fluorescence polarization, uHTS | activity, % at 10 µM | Nuclear receptor subfamily 1 group D member 1 (Homo sapiens), P20393 | Rev-erbα–FITC-DNA binding, 90 min | hit rate 0.79% among 370,000;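 active = activity above about 14%, limit read from the data; passing the limit was not always enough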;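 also: 0% = DMSO wells with 35 nM protein and 100% = DMSO wells with 750 nM protein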
mABHD4 FP: ABHD4 inhibitors, primary screen, biochemical, fluorescence polarization, mouse. purified mABHD4, FP-Rh probe fluorescence polarization. inhibition, % at 8.92 µM. hit rate 0.54% among 370,000. AID 720543, 2013;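 active = inhibition exceeding the mean over every tested compound plus 3 SD, cut at about 30% in these data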;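 also: 0% = plate median of compound wells and 100% = S159A mutant with DMSO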
Target sequence (Q8VD66 whole entry, looked up): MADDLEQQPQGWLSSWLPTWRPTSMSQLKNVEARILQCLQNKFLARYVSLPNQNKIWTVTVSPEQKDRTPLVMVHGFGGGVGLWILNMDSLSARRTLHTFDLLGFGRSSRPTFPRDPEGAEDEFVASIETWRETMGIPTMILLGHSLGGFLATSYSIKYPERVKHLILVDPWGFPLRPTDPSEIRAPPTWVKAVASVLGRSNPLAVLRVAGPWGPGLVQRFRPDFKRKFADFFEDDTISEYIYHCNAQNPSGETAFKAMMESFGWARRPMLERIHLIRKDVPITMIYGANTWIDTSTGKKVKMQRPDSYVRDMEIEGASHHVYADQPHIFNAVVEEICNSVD
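Assay system: mABHD4 protein; medium: HEPES pH 7.0, NaCl, Pluronic buffer; dosing: 8.92 µM, single dose; schedule: 45 min + 60 min at 25 °C; signal: FP readout, ex 525 nm / em 598 nm; read-out: normalized percent inhibition of probe labeling; repeats: single replicate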
ASAP1 GAP inh: inhibitors of human ASAP1 ArfGAP activity, primary screen, biochemical, fluorescence polarization; hit rate 0.19% among 360,000; inhibition, % at 16.5 µM; AID 624377, 2012; ASAP1-stimulated ARF1 GTP hydrolysis, GDP FP detection; Arf-GAP with SH3 domain, ANK repeat and PH domain-containing protein 1 (Homo sapiens), …; in the data active = inhibition above about 25%;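 also: 0% = vehicle with enzyme and substrate and 100% = no enzyme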
Target sequence (Q9ULH1 325-724 limits assumed): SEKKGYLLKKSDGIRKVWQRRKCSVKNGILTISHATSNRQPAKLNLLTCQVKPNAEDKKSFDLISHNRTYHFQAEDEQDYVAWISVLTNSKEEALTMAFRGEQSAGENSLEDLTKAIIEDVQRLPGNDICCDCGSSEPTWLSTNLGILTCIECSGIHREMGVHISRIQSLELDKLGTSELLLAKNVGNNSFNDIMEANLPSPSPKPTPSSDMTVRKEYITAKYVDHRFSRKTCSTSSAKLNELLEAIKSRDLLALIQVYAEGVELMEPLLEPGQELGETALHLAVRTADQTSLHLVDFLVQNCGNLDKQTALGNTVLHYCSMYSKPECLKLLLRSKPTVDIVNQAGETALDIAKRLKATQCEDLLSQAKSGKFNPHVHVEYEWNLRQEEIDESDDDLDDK
GC-A act: GC-A stimulated cGMP production enhancers – HEK293 GC-A cells, cGMP TR-FRET, EC30 ANP, primary screen. hit rate 0.14% among 370,000. 0% at EC30 ANP, 100% saturating ANP. activation, % at 10 µM. Atrial natriuretic peptide receptor 1 (Homo sapiens), P16066. AID 1671463, 2021; in the data active = activation above about 40%
PG9 binder: binders of HIV-1 gp120 antibody PG9, primary screen, biochemical, TR-FRET | inhibition, % at 6.7 µM | TR-FRET gp120-PG9 antibody binding | AID 624416, 2012 | hit rate 0.43% among 360,000 | HIV-1 gp120 / PG9 antibody interaction; in the data active = inhibition above about 8.5%
* = called active by the depositor; nt = not tested or not shown.

SMILES	HTRA1 inh	ARFGAP1 inh	NPR2 activator	rCAG binder	SMARCA2 act	NR1D1 modulator	mABHD4 FP	ASAP1 GAP inh	GC-A act	PG9 binder
COc1ccc(/C(O)=C2/C(=O)C(=O)N(CCCN(C)C)C2c2ccccc2)cc1OC (centres undefined)	-5	-3	5	2	-1	6	4	0	0	5.6
CCCS(=O)(=O)N1CCC(C(=O)N2CCOCC2)CC1	1	3	-7	-2	0	6	4	-3	-7	0.0
CCC(=O)Nc1ccc(NC(=O)CSc2nnc(C(C)C)n2C)cc1	9	-10	0	-2	-2	-1	8	0	4	0.2
COc1cccc(CN2CCCC(C(=O)c3ccc4c(c3)OCO4)C2)c1OC (centres undefined)	-1	-3	-7	-7	3	-4	-2	-18	-4	-2.3
O=C(NCCC1CCCCN1S(=O)(=O)c1cccs1)C(=O)Nc1cccc(F)c1 (centres undefined)	-29	7	0	-2	-1	-3	-6	-4	2	-1.4
COc1ccc2c(c1)[C@H]1[C@H](CO2)[C@H](c2ccccc2)[C@]2(C)C(=O)Nc3ccc(C)cc3C(=O)N12	-41	10	-3	-2	0	-1	-61	-3	-9	1.4
Cn1cnnc1SCc1ccc(-c2ccc(Br)cc2)o1	-11	-4	-8	6	0	-3	7	-10	5	-0.5
C[C@H](NC(=O)c1nc[nH]c1C(=O)NCC(=O)OC(C)(C)C)C(=O)OC(C)(C)C	-6	0	11	-7	0	0	-4	-4	11	0.7
COC(=O)c1ccc(NC(=O)CSCc2ccccc2C)cc1	-11	nt	-1	nt	nt	6	nt	nt	-1	nt
OC(c1ccccc1)(c1ccccc1)C1CCN(CCCOc2ccncc2)CC1	nt	8	-11	1	3	-1	7	7	-9	-2.0
CS(=O)(=O)N1CCN(C(=O)c2ccc(F)cc2)CC1	10	-10	2	3	-2	-2	-7	-7	4	-1.8
CCOc1ccc(NC(=O)CN(C)C(=O)c2sccc2-c2ccccc2)cc1OCC	-6	18	8	-4	0	1	4	-7	0	2.4
COc1ccccc1C(C)NCC(=O)NC(=O)NCc1ccco1 (centres undefined)	-1	1	-1	-4	-2	3	-2	-17	2	1.4
Cc1oc2c(C)c3oc(=O)c(CCC(=O)N[C@@H](CC(C)C)C(=O)O)c(C)c3cc2c1C	4	-3	-6	25	-3	4	0	7	3	0.8
Cc1ccc(/C=C/C(=O)O)cc1S(=O)(=O)Nc1ccc2c(c1)OCO2	7	3	-1	4	-1	-2	2	-9	3	-4.5
CN(C)S(=O)(=O)c1ccc(N2CCOCC2)c(C(=O)O)c1	5	2	5	2	-4	-3	-11	-13	-1	-2.0
COc1ccc(Cn2cc(CN3[C@@H](CC(C)C)COc4ccc(Cl)cc4S3(=O)=O)nn2)cc1	nt	nt	5	0	-2	1	-2	nt	1	nt
FC(F)(F)c1ccncc1-c1nnc(C2CCCCC2)o1	1	3	0	-3	0	-2	-1	3	1	-1.8
CC(C)CC1C(=O)N(Cc2cn(CCC3OCCO3)nn2)CCS(=O)(=O)N1Cc1ccc(-c2ccc(Cl)c(Cl)c2)cc1 (centres undefined)	-48	7	-6	9	-4	7	-19	-5	3	-1.1
COc1ccc(/C=C/C(=O)NC2CCCCC2C)cc1 (centres undefined)	0	-6	-3	-4	-1	4	2	-4	-1	0.0
CC1Cc2ccccc2N1C(=O)CSc1nc2cc3c(cc2cc1C#N)OCO3 (centres undefined)	0	-2	-2	5	-1	70*	2	-4	-5	4.5
O=C(CCCO)NNc1c2ccccc2nc2ccccc12	1	-8	-4	-5	-3	-8	4	-11	-1	-6.8
COc1ccccc1-n1nc(C)cc1N	-2	-7	7	-1	-1	3	-3	-9	7	0.5
CCCn1c(SCC(=O)NCc2ccc3c(c2)OCO3)n[nH]c1=O	2	-2	4	7	-4	-4	-15	3	2	-0.4
O=C(NCc1cccnc1)c1cc2nc(-c3ccc4c(c3)OCO4)cc(C(F)(F)F)n2n1	2	-7	12	5	-3	0	3	-7	12	-3.0
CC1CCCN(C(=O)c2ccc3ncsc3c2)C1 (centres undefined)	1	4	3	2	3	-1	3	-1	-1	0.5
COc1ccccc1NC(=O)N1CCN(C(=O)Nc2ccccc2OC)CC1	-3	-6	6	-4	0	5	0	7	2	0.5
Cc1sc2ncnc(OCC(=O)NCc3cccs3)c2c1C	-2	-7	2	1	0	-1	8	-15	-3	-3.3
Nc1ccc(S(=O)(=O)c2ccc(N3CCOCC3)c(N)c2)cc1	5	1	1	3	-5	-3	0	-14	-4	0.8
CCOC(=O)c1cc(-c2ccc(F)cc2)n(CC(=O)N2CCCC2)c1C	-1	7	2	0	-1	-4	-18	-9	-1	2.8

An excerpt from above with just GC-A act, HTRA1 inh and SMARCA2 act.
structure	GC-A act	HTRA1 inh	SMARCA2 act
COc1ccccc1-n1nc(C)cc1N	7	-2	-1
CCCn1c(SCC(=O)NCc2ccc3c(c2)OCO3)n[nH]c1=O	2	2	-4

Next section.
SMILES	HTRA1 inh	ARFGAP1 inh	NPR2 activator	rCAG binder	SMARCA2 act	NR1D1 modulator	mABHD4 FP	ASAP1 GAP inh	GC-A act	PG9 binder
Cc1c(C(=O)O)sc(S(=O)(=O)N2CCNCC2)c1C(=O)O	nt	11	-1	0	2	-5	3	7	3	-0.6
O=C(CN1CCOCC1)N1N=C(c2cccs2)CC1c1cccs1 (centres undefined)	3	9	-2	-4	0	0	-3	1	-6	1.9
COc1ccc(CN(C)C(=O)c2ccc(NS(=O)(=O)c3ccccc3)cc2)c(OC)c1	-3	-3	2	2	1	-2	-2	-7	1	-2.5
O=S1(=O)NC(=NC2CCCCCC2)c2ccccc21	9	-14	-1	0	-4	-1	0	6	-3	0.6
Cc1ccc(S(=O)(=O)N2CCN(C(=O)c3cc4c(s3)CCC(C)C4)CC2)cc1 (centres undefined)	2	-4	1	0	-1	6	5	0	-1	-0.2
Cc1ccn(CC(=O)N2CCCC(C(=O)c3cccc4ccccc34)C2)n1 (centres undefined)	4	-3	3	-4	-1	0	9	8	-1	0.6
COc1ccc(NC(=O)C(C)NS(=O)(=O)c2ccccc2)cc1Cl (centres undefined)	-6	-12	-1	-1	-1	2	2	10	-1	1.1
O=C(CN1C2=NCCN2c2ccccc21)c1ccc(Br)cc1	-8	9	-4	7	0	1	2	4	-2	-3.0
CC(=O)N1c2cc(S(=O)(=O)Nc3c(C)n(C)n(-c4ccccc4)c3=O)c(Br)cc2CC1C (centres undefined)	nt	nt	-4	1	-4	0	6	nt	5	nt
CON(C)c1nc(OCC#N)nc(N(C)C)n1	6	-3	0	3	1	-5	-4	10	5	-0.9
Cc1cccc(NC(=O)CSc2nnc(CNC(=O)c3ccco3)o2)c1	4	5	2	1	7	5	-5	-7	0	-1.4
COc1ccc(NC(C)=O)cc1NC(C)C(=O)Nc1ccc(F)c(F)c1F (centres undefined)	-1	-4	-6	0	-2	-3	2	0	0	-2.8
CNC(=O)c1cnn(-c2nc(-c3ccc(OC)cc3)cs2)c1C(F)(F)F	-10	5	-8	-1	-3	5	-7	5	0	-1.3
CC(C)CC(=O)N1CCN(C(=O)c2ccco2)CC1	-9	9	3	1	-3	-3	-7	8	-2	-1.6
CCOc1ccccc1N(CC(=O)N1CCC(C(N)=O)CC1)S(=O)(=O)c1ccc(SC)cc1	-6	3	-1	-4	-1	-1	1	4	-5	0.0
COc1ccccc1CCNC(=O)C(=O)Nc1cc2c3c(c1)C(C)C(=O)N3CCC2 (centres undefined)	-1	-11	8	-3	-2	0	2	1	3	-0.8
COC(=O)C1=C(C)N(C)C(=NCc2ccc3c(c2)OCO3)NC1c1cccc(Cl)c1 (centres undefined)	nt	11	-9	10	0	-7	3	20	-13	-1.8
COc1ccccc1OCCNC(=O)CCNS(=O)(=O)c1ccc(C)cc1	1	11	-1	-8	1	-7	7	7	-3	0.2
O=C(Nc1cccc(S(=O)(=O)NC2=NCCC2)c1)c1cc(-c2ccccn2)nc2ccccc12	-9	-5	14	9	-4	3	-11	5	21	1.2
CC(=O)c1cccc(NC(=O)Cc2cccs2)c1	4	6	1	18	7	5	0	4	4	-1.4
COc1ccc(Nc2nc(-c3cc4cccc(OC)c4oc3=O)cs2)cc1	15	-6	-5	24	-1	-5	15	2	6	-1.1
CCCN1C(=O)C(O)(CC(=O)c2cccc(OC)c2)c2ccccc21 (centres undefined)	-18	3	-2	3	1	7	1	5	-4	-0.5
CNC(=O)COC(=O)c1ccccc1Nc1ccccc1	6	-10	4	-4	0	1	-4	-8	1	1.4
Cc1ccsc1C(=O)OCC(=O)Nc1ccc(Cl)cc1C(F)(F)F	-5	1	-2	-4	4	-3	1	-1	1	-1.2
O=C(NCc1ccccn1)c1ccc(NS(=O)(=O)c2cccc(Cl)c2)cc1	-7	0	0	9	3	-4	-6	4	0	-1.2
Cc1ccc(OCCCn2c(CO)nc3ccccc32)cc1	-5	6	-15	-3	2	-3	-9	-5	-2	-2.0
COc1ccccc1-c1ccc(=O)n(CC(=O)NCc2ccc3c(c2)OCO3)n1	-3	5	1	-1	-1	-1	7	4	0	-0.2
COc1ccc(CN2C(=O)C(C)Nc3ncnc(N4CCc5ccccc5C4)c32)cc1 (centres undefined)	nt	-3	-5	13	-3	4	-5	-3	-5	-2.3
Cc1cc(NC(=O)CSc2nnc(-c3ccoc3C)n2N)no1	3	-5	1	1	-2	3	5	-14	1	0.2
Cc1cccc(NC(=O)C[C@H]2CC[C@H]3[C@@H](COc4ccc(NC(=O)Nc5ccccc5)cc4C(=O)N3C)O2)c1	nt	nt	5	10	3	-3	8	nt	-1	nt
COC(=O)CN1C(=O)N/C(=C/c2ccc(OC)cc2)C1=O	-3	7	-4	-3	4	2	-3	-1	-5	-1.6
COc1ccc(/C=C(\NC(=O)c2ccccc2)C(=O)N2CCN(C)CC2)cc1	3	8	-3	-1	-1	1	2	10	0	-0.9
COc1ccc2oc(C(=O)c3ccccc3)c(NC(=O)CN3CCN(C)CC3)c2c1	-7	15	1	-2	-1	1	4	8	5	-2.9
O=c1c2cc(-c3ccccc3)sc2nc2n1N=C(c1cccs1)CS2	nt	-3	2	6	4	-6	5	-14	-3	-0.1
O=C(c1ccc2ccccc2c1)N1CCN(c2ccc(C(F)(F)F)cn2)CC1	-2	1	-13	-2	-2	6	-8	0	2	1.4

Compound activity (PubChem)
